DRD3 agonist: D3 dopamine receptor (human) agonism. D3R DiscoveRx beta-arrestin cells, luminescence, 90 min. max activation, %. 410,000 compounds, 0.58% hits. AID 652048; in the data active means max activation above about 30%; further: 0% is about no effect; mostly tested at two doses, the higher about 12 µM
Target sequence (P35462 whole entry, looked up): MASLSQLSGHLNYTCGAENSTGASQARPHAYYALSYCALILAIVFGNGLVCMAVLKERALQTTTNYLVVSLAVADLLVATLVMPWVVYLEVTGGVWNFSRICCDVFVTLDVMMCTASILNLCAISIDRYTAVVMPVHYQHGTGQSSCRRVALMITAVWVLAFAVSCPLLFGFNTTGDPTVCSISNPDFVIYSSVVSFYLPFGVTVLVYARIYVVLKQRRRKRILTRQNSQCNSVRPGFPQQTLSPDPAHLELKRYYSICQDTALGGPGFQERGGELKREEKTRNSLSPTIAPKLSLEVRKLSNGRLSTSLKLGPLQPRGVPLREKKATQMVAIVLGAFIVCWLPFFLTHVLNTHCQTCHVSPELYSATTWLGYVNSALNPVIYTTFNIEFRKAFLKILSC
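Agonist mode: compounds and dopamine controls were applied to plated cells for 90 min at 37 degrees C after an overnight attachment at 1500 cells/well. Luminescent read-out followed 30 - 60 minutes at room temperature with DiscoveRx detection reagent.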
KB-V1 MDR tox: kills drug-selected multidrug resistant KB-V1 cells; Potency, µM (doses to about 46.1 µM), for inactives: top-dose activity change, negative = cytotoxicity, actives largely listed as cytotoxic; KB-V1 MDR cells viability, CellTiter-Glo, 72 h; AID 1347076; 400,000 compounds, 3.4% hits; further: potency means the concentration at half of the fitted maximal effect; on the % scale 0 is the no-effect control and ±100 the full control effect; nearly all actives have a fitted effect of over 60% in size
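Drug-selected KB-V1 cells, grown in DMEM lacking phenol red with 10% FBS, receive compound titrations; after three days at 37 degrees C, surviving cell ATP is quantified by CellTiter-Glo luminescence and responses normalized and curve-fitted.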
D3 antag: D3 dopamine receptor (human) antagonism. AID 652054. max response, negative = inhibition, %. 360,000 compounds, 2.5% hits. D3R cells, DiscoveRx beta-arrestin luminescence, antagonist mode; active compounds read low. P35462; in the data active means max response below about -50%; inconclusive means no clear call, values can overlap the other calls; further: on the % scale 0 is the no-effect control and ±100 the full control effect; mostly tested at two doses, the higher about 12 µM
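Cells expressing the human receptor were seeded at 1500 cells/well, incubated overnight at 37 degrees C in 5% CO2, then exposed to library compounds with dopamine controls for 90 minutes at 37 degrees C before luminescent detection.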
SW480 rerep: DNA re-replication induction in SW480 cells; SW480 DNA re-replication, Hoechst DNA content imaging, 48 h; Potency, µM (highest dose often 46.1 µM), inactives show at the highest dose re-replication activation, hits mostly activators; 340,000 compounds, 1.8% hits; further: potency means the concentration at half of the fitted maximal effect; % of control where 0% means no effect; nearly all actives have a fitted effect of over 55% in size
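Cells (250 per well) received 23 nL compound or DMSO by pin tool and were kept 48 hr at 37 C, 5% CO2. Nuclei were then stained with Hoechst for 40 min and scanned for DNA content.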
HT1080 IDH1KD tx: HT-1080 IDH1 knockdown cell toxicity (counter line); Potency, µM (titrated, usually from 46.1 µM), for the others: at the top dose activity, negative = toxicity, actives largely listed as cytotoxic; HT-1080 IDH1 knockdown viability, ATP luminescence, 48 h; AID 686971; 360,000 compounds, 2% hits;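 further: potency means the concentration at half of the fitted maximal effect; 0% = DMSO wells and -100% = cell-free medium wells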
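Viability of IDH1-knockdown HT-1080 fibrosarcoma cells was assessed by CellTiter-Glo after 48 h at 37 °C with titrated compound; concentration-effect curves were classified by fit quality and response size.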
HT1080NT lethal: kills 2HG-producing HT-1080-NT fibrosarcoma cells. HT-1080-NT fibrosarcoma viability, CellTiter-Glo ATP luminescence, 48 h. Potency, µM (top dose mostly 46.1 µM), for inactives: at the top dose activity, negative = less viability, actives largely listed as cytotoxic. 360,000 compounds, 1.6% hits. AID 686970;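 further: NT is the 2HG producing partner of a matched IDH1 knockdown line; potency means the concentration at half of the fitted maximal effect; 0% = DMSO-treated cells and -100% = media-only wells without cells; nearly all actives have a fitted effect of over 55% in size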
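Viability of the 2HG-overproducing fibrosarcoma line after 48 hours of compound exposure at 37 degrees C was determined by luminescence with CellTiter-Glo, and concentration-effect curves were then fitted and categorized.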
KB-3-1 cytotox: kills parental KB-3-1 adenocarcinoma cells. KB-3-1 viability, CellTiter-Glo ATP luminescence, 72 h. Potency, µM (highest dose often 46.1 µM), without a hit: at the highest dose activity change, negative = cytotoxic, most hits filed as cytotoxic. 400,000 compounds, 1.4% hits; further: potency means the concentration at half of the fitted maximal effect; on the % scale 0 is the no-effect control and ±100 the full control effect; nearly all actives have a fitted effect of over 60% in size
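Parental KB-3-1 viability, qHTS format: 72 h compound exposure, 37 °C; CellTiter-Glo; media-only wells and DMSO plates as controls; concentration-effect fits on corrected data.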
GLP-1R agonist: agonists of human GLP-1 receptor. HEK293 GLP-1R CRE-luciferase, luminescence, 4-6 h; cells express a hypersensitive GLP-1R form. Potency, µM (highest dose often 45.6 µM), inactives show at the highest dose activation, actives largely listed as activators. 380,000 compounds, 0.007% hits; further: potency means the concentration at half of the fitted maximal effect; % of control where 0% means no effect
Target sequence (P43220 whole entry, looked up): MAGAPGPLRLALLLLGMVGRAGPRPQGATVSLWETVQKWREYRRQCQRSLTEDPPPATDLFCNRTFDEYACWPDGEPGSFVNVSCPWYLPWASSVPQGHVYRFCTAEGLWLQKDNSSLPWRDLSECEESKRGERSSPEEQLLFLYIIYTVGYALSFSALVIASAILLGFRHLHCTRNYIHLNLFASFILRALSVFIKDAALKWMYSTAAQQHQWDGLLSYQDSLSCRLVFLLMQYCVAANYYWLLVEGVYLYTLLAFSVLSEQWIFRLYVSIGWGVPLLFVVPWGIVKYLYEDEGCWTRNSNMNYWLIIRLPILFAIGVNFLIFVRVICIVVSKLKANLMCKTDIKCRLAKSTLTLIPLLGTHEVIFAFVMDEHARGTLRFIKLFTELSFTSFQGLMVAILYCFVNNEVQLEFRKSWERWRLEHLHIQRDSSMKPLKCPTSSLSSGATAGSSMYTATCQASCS
IL1B secr inh: blocks inflammasome-driven IL-1 beta release. activity change, % at 57.5 µM. 360,000 compounds, 4.7% hits. THP-1 LPS/ATP IL-1B secretion, AlphaLISA, 16 h; active compounds read low. AID 743279; in the data active means activity change below about -50%; inconclusive means mostly about -30% to -49%; further: on the % scale 0 is the no-effect control and ±100 the full control effect
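Secreted IL-1B measured by AlphaLISA bead assay after 16 h compound exposure of THP-1 cells; compounds (final up to 57.5 uM) added 1 h before LPS (250 ng/mL) and ATP (1.25 mM) stimulation; lower signal means less secretion.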
Numbers without * were called inactive; i = inactive; ? = inconclusive; . = not tested or not shown; & = joins results of further samples; ! = not confirmed by another sample; [ ] = remark or other dose. Unless noted, the call rests on the fitted dose curve; in most records, active means well fitted curve in the direction sought with a large enough effect; inconclusive means small, poorly fitted or top-dose-only effect, or another doubt; inactive means no such curve, though single readings can be large; an effect the other way counts as inactive or inconclusive.

mol,DRD3 agonist,KB-V1 MDR tox,D3 antag,SW480 rerep,HT1080 IDH1KD tx,HT1080NT lethal,KB-3-1 cytotox,GLP-1R agonist,IL1B secr inh
C=CCn1nnnc1-c1cc(Cl)cc(Cl)c1,-2.6,-8.1%,-0.7,-1.4%,-2.1%,0.1%,-1.0%,7.0%,-13.3
O=C(Cc1csc(NC(=O)c2ccccc2)n1)NO,-7.4,-1.0%,-2.7,4.2%,?,?,-12.8%,-1.4%,-57.6*
COc1ccc(-n2c(CNC(=O)COc3ccc(Cl)cc3Cl)n[nH]c2=S)cc1,2.7,0.7%,6.2,?,8.1%,-8.2%,0.0%,-7.8%,-12.2
CN(C(=O)COC(=O)c1ccc(Cl)cc1N)C1CCCCC1,2.1,?,12.3,1.2%,13.1%,9.9%,-1.4%,6.3%,-12.9
COc1cc(NC(=O)CN2C(=O)C(=O)N(C3CCCC3)C2=O)cc(OC)c1,-3.6,?,-13.0,7.6%,0.0%,4.1%,3.7%,8.0%,0.0
CC(=O)NN1C(=O)/C(=C/c2ccc(Br)o2)SC1=S,0.5,0.0%,0.7,0.2%,0.3%,2.9%,-3.3%,0.1%,-8.4
Cc1ccc(-c2nc(C)sc2CC(=O)Nc2cccc(C)c2C)cc1,3.2,?,18.0,.,-0.6%,9.4%,-0.9%,10.6%,0.0
O=C(Nc1ccc(S(=O)(=O)N2CCCCC2)cc1)c1ccc(CN2CCOCC2)cc1,15.6,2.06µM*,-4.6,-4.1%,.,.,7.31µM*,3.4%,-29.6
CC(=O)c1ccc(N2CCN(C(=O)c3ccc(NC(=O)C4CCCO4)cc3)CC2)cc1 (stereo not drawn),4.1,-15.0%,-18.4,-25.7%,2.3%,5.6%,13.8%,-8.7%,7.7
S=C(Nc1cccc2ccccc12)NC1CCCCC1,-4.5,-12.0%,-7.2,-0.1%,-9.7%,4.8%,?,29.7%,2.5
Cc1c(O)ccc2c(CN3CCN(CCO)CC3)cc(=O)oc12,-1.2,0.7%,1.0,-108.9%[inhibitor],5.1%,2.6%,?,-5.4%,0.0
Cc1ccc(C)c(N(C)S(=O)(=O)c2ccc3[nH]cc(C(=O)NCCN4CCOCC4)c(=O)c3c2)c1,-0.9,-12.1%,-2.2,50.2%,0.7%,-1.7%,-17.2%,-1.1%,-63.1*
O=C(Nc1ccc2ccccc2c1)[C@@H]1C[C@H]1[C@@H](NP(=O)(c1ccccc1)c1ccccc1)c1ccccc1,-29.0,2.1%,0.0,?,-8.6%,-7.0%,-6.2%,-0.6%,-24.7
COc1ccc(-n2c(CN3CCN(c4ccccc4OC)CC3)nc3ccc([N+](=O)[O-])cc3c2=O)c(OC)c1,-13.8,1.3%,-8.0,1.6%,-8.0%,0.1%,15.2%,-1.7%,28.8
O=C(CCC1CCN(C(=O)c2ccco2)CC1)NCc1ccc(F)cc1,-6.5,1.5%,-4.0,-22.4%,1.7%,1.3%,?,-8.2%,i
COC(=O)C1CCN(S(=O)(=O)CCNC(=O)c2ccccc2)CC1,5.9,-0.2%,-5.7,.,10.0%,0.1%,-12.0%,16.3%,-18.6
Cc1ccc(S(=O)(=O)NC(=O)NCc2ccccc2)cc1,-8.0,0.6%,17.4,3.5%,7.4%,1.1%,-0.7%,12.4%,2.6
CCCCn1c(SCC(=O)c2ccccc2)nc2ccsc2c1=O,58.8*,?,27.1,7.8%,0.4%,-4.6%,-17.8%,5.3%,-58.7*
O=C(Nc1ccc(OCc2ccccc2)cc1)Nc1nnc([C@H]2C[C@H](O)[C@@H](CO)O2)s1,-14.3,15.8%,-52.8*,.,2.4%,-1.3%,-0.1%,3.8%,177.7
O=C(CCNC(=O)c1ccccc1)NNC(=O)c1ccccc1Br,2.5,.,-2.2,-0.9%,-0.8%,0.0%,.,5.5%,24.4
COc1cccc(C(=O)NCC(=O)N2CCN(c3ccc(C(F)(F)F)cn3)CC2)c1,10.8,-0.9%,13.1,-47.5%[inhibitor],-16.9%,-19.8%,-11.3%,17.0%,19.9
O=C1C2C3C=CC(C3)C2C(=O)N1CCCCCCN1C(=O)C2C3C=CC(C3)C2C1=O (stereo not drawn),-2.5,18.4µM*,-8.7,-1.5%,-2.2%,8.5%,?,4.6%,0.0
Cc1ccc(SCC(=O)Nc2ccc(S(=O)(=O)Nc3ncccn3)cc2)cc1,-4.6,2.4%,-1.5,-30.1%[inhibitor],-8.7%,-2.2%,-1.7%,-2.0%,4.9
CCCC(=O)Nc1ccc2c(c1)nc(CN1CCN(C(=O)OCC)CC1)n2C,5.2,18.7%,5.8,27.4%,-3.5%,2.9%,-0.2%,4.3%,24.4
COCCN1C(=O)c2ccccc2C(C(=O)NCCN(C)C)C1c1ccc(F)cc1 (stereo not drawn),-10.5,6.1%,-63.2*,17.1%,-2.4%,-2.7%,-12.8%,1.8%,-16.5

The closing two records of the section above open the next one.
mol,DRD3 agonist,KB-V1 MDR tox,D3 antag,SW480 rerep,HT1080 IDH1KD tx,HT1080NT lethal,KB-3-1 cytotox,GLP-1R agonist,IL1B secr inh
CCCC(=O)Nc1ccc2c(c1)nc(CN1CCN(C(=O)OCC)CC1)n2C,5.2,18.7%,5.8,27.4%,-3.5%,2.9%,-0.2%,4.3%,24.4
COCCN1C(=O)c2ccccc2C(C(=O)NCCN(C)C)C1c1ccc(F)cc1 (stereo not drawn),-10.5,6.1%,-63.2*,17.1%,-2.4%,-2.7%,-12.8%,1.8%,-16.5
CCOC(=O)c1ccc(N2CCN(c3ccccc3F)CC2)c(NC(=O)Nc2ccccc2)c1,10.4,-18.3%,23.9,-2.9%,-1.1%,0.7%,-0.6%,4.1%,22.6
Cc1nc2ccc(Br)cc2c(-c2ccccc2)c1C(=O)O,1.7,25.9%,12.9,-4.1%,-2.0%,0.4%,8.9%,6.9%,14.2
O=C(COC(=O)c1c(F)cccc1Cl)NC1CCCCC1,20.2,21.5%,0.2,17.7%,5.8%,19.0%,3.8%,15.5%,-6.0
O=C(Cc1cccs1)Nn1c(Cc2cccs2)nc2ccccc2c1=O,4.4,20.6µM*,21.9,-3.3%,-2.6%,-0.6%,-3.1%,-1.5%,9.7
COc1ccc(NC(=O)COC(=O)c2ccc(S(=O)(=O)N3CCCCC3)cc2)c(OC)c1,0.2,23.5%,-28.5,.,-1.0%,2.0%,4.9%,-1.1%,-5.2
C/C(=C\C(=O)Nc1cc(C)on1)c1ccccc1,0.7,-19.6%,8.0,-5.5%,0.7%,8.0%,15.0%,-7.0%,-9.3
COc1cc(/C=C2\SC(=Nc3ccccc3)NC2=O)cc(Cl)c1O,-7.6,-1.9%,?,?,?,-28.3%,1.7%,35.6%,31.3
Cc1ccc(NC(=O)c2nc[nH]c2C(=O)N2CCCCC2)c(C(=O)c2ccccc2)c1,-4.3,5.0%,5.6,-0.2%,0.2%,-1.0%,6.9%,-18.8%,-26.1
Cc1cc(NC(=O)CN2C(=O)NC3(CCCCCC3)C2=O)no1,-3.7,15.0%,-3.4,-4.6%,1.8%,5.6%,8.6%,-0.3%,32.4
Cc1ccc(NC(=S)NCc2ccc3c(c2)OCO3)cc1C,1.4,22.2%,9.8,1.6%,0.5%,2.1%,-16.4%,9.0%,-69.1*
CNC(=O)CN(c1cc(OCCOC)c(Cl)cc1Cl)S(=O)(=O)c1ccccc1,-5.4,-7.8%,-23.9,7.1%,3.1%,1.7%,-14.8%,8.6%,-9.5
CCn1c(=O)cc(SCC(=O)N2CCN(c3ccccc3F)CC2)c2ccccc21,7.4&2.9,23.1µM*!,23.9,-3.0%,-4.6%,-7.2%,-17.1%&0.3%,-3.8%,-17.2
COc1ccc(-n2c(=O)[nH]c3cc(C(=O)NCCc4ccccc4)ccc3c2=O)cc1OC,-7.4&-7.0,7.6%&0.0%,-6.3,?,-1.6%,3.7%,-1.0%&6.5%,-4.7%,34.2
COc1ccc(C(C)=O)cc1CSc1nnc(Nc2c(C)cccc2C)s1,4.6,-29.5%,-2.0,-3.0%,5.5%,-0.2%,8.4%,4.3%,-27.7
CCOCCCNC(=O)Cn1cc2c(n1)CCCCC2,-3.9,11.2%,-9.6,-5.7%,-7.2%,7.3%,0.5%,-2.8%,-1.3
Cc1sc2ncnc(N3CCC(C(=O)NNC(=O)c4ccc(F)cc4)CC3)c2c1C,-2.2,-5.0%,0.2,4.8%,-22.1%,-5.0%,-14.5%,6.6%,-23.3
COc1ccc(CN2CCN(c3ccccc3OC)CC2)cc1OC,-31.3,?,-77.2*,-17.1%,-11.8%,-3.1%,-7.9%,10.1%,-19.4
CCOc1ccc(S(=O)(=O)NCCC(=O)OCC(=O)Nc2cc(C)on2)cc1,2.8,1.0%,16.1,6.8%,-0.6%,3.8%,21.1%,-0.5%,-8.3
CN(/N=C/c1ccccc1Cl)c1ncc(Cl)cc1C(F)(F)F,-6.1,12.6%,-24.6,-5.4%,17.0%,23.7%,12.2%,8.4%,32.2
CCOc1ccc(NS(=O)(=O)c2ccc(C(=O)NCCCN3CCCC3=O)cc2)cc1,3.1,3.8%,8.2,-2.4%,-2.4%,-2.4%,?,-11.8%,2.2
CC(C)(C)OC(=O)N1CCC(c2c(C(=O)N3CCN(C4CCCCC4)CC3)cnn2-c2ccc(F)cc2)CC1,-0.5,0.6%,-5.0,1.6%,-6.4%,14.2%,6.7%,-5.1%,5.9
Cc1nc(NCc2ccco2)c(C#N)c2c1COC(C)(C)C2,-7.0,-4.9%,-0.8,-6.8%,-3.0%,1.1%,-3.7%,1.1%,-18.1
COc1ccc(OCC(=O)Nc2ccc(N3CCOCC3)c(Cl)c2)cc1,-2.9,?,52.9,1.5%,-7.9%,2.7%,0.0%,0.4%,-17.8
Nc1nc(C2CCCCC2)cs1,-2.0,13.5%,17.3,-3.1%,23.0%,-2.4%,3.3%,2.7%,9.1

Compound activity: PubChem, National Center for Advancing Translational Sciences (NCATS)
